Assay outcomes as filed in PubChem BioAssay.
APP 5'UTR act: activators of APP 5'UTR luciferase reporter, primary screen, SH-SY5Y cells | SH-SY5Y APP 5'UTR luciferase reporter, luminescence; zero percent = DMSO vehicle wells | activation, % at 2 µM | hit rate 1% among 190,000 | AID 1276, 2008;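 active = activation above a set limit, based on mean plus 3 SD of controls, cut at about 140% in these data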; also: values of inactives mirror those of a sister screen read the other way
TLR4 MyD88 comp: inhibitors of TLR4-MyD88 association in cells, primary screen, cell-based, HeLa CL3-4, BLA complementation, FRET ratio; Toll-like receptor 4 (Homo sapiens) + Myeloid differentiation primary response protein …; HeLa CL3-4 TLR4/MyD88 BLA complementation; hit rate 0.18% among 200,000; inhibition, % at 8.4 µM; in the data active = inhibition above about 25%;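 also: 0% = vehicle and 100% = reference inhibitor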
NF-kB neuron act: activators of NF-kB expression in neurons, primary screen, cell-based, HTS; human neuronal cells, NF-kB reporter expression; stronger effect = higher value; fold change at 12.5 µM; hit rate 1.6% among 190,000; AID 1239, 2008; in the data active = fold change above about 3.3
Diaphorase act: compounds boosting diaphorase resazurin reduction – biochemical, uHTS, resorufin fluorescence, counter-screen for diaphorase-coupled primary assays, primary screen; AID 1229, 2008; activation factor at 20 µM; Diaphorase/resazurin coupled assay, 16 min; stronger effect = higher value; 1 = vehicle wells, 0 = NADH-free wells; hit rate 0.005% among 190,000;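 active = diaphorase activity raised at least twofold by the compound at 20 µM; inactive = activation factor below 2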
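Test system: Clostridium kluyveri diaphorase, purified enzyme. Buffer or medium: 50 mM HEPES pH 7.4 buffer plus MgCl2 and Tween 20. Also added: 0.114 mM NADH and 0.1 mM resazurin, final amounts. Dosing: compound 20 µM once, DMSO 1%. Schedule: 16 min enzyme reaction, ambient temperature. Detection: fluorescence of resorufin, 544 nm excitation, 590 nm emission.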
FLuc inh counter: firefly luciferase enzyme inhibitors, primary screen, artefact control for luciferase-based inhibitor screens, biochemical, luminescence, ATPLite; AID 1006, 2008; 10 min; hit rate 1.5% among 200,000; inhibition, % at 10 µM;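 active = inhibition above about 50% when tested at 10 µM, limit read from the data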
Target sequence (P08659 whole entry, looked up): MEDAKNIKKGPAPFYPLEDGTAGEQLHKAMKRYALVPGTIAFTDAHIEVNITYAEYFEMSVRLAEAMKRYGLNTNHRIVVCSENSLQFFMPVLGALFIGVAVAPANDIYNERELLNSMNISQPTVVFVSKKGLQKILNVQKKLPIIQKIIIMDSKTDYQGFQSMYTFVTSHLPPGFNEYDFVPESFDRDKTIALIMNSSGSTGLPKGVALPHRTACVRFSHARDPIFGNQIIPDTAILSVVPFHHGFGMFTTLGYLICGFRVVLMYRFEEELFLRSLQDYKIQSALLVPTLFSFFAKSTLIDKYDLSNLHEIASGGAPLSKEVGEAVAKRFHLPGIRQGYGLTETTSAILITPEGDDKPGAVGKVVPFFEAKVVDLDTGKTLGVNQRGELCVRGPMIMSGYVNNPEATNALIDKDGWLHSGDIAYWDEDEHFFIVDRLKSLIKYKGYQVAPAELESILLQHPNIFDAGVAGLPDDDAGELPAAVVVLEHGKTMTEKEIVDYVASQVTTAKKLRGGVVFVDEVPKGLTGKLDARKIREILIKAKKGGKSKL
STAT1 act: STAT1 signaling activators, primary screen, cell-based, HTS, luciferase reporter. NIH 3T3 STAT1-luciferase reporter, IFN-gamma, luminescence; 100% = IFN-gamma alone, no compound. activation (% of control), % at 5.5 µM. hit rate 2.6% among 200,000. AID 932, 2007;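 active = activation above the screen-wide mean activation plus 3 SD, cut at about 130% in these data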;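 also: raw ratio to IFN-gamma control signal so 100% means no change and 0% no light; values of inactives mirror those of a sister screen read the other way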
Diaphorase inh: diaphorase inhibitors and chemical oxidizers, primary screen, counter-screen for diaphorase-coupled primary assays, biochemical, uHTS, resorufin fluorescence | diaphorase resazurin-to-resorufin fluorescence, NADH, 16 min; bacterial (C. kluyveri) enzyme, not human | inhibition, % at 20 µM | hit rate 0.69% among 190,000 | AID 1217, 2008;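 active = primary screen inhibition at 20 µM above a set limit, cut at about 50% in these data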;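 also: plate controls were DMSO with full reaction for no effect and wells lacking NADH for full effect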
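Test system: bacterial diaphorase enzyme (C. kluyveri); Quantity: 0.14 U/mL diaphorase, enzyme working solution; Times: reaction incubation of 16 min at room temperature; Measured by: fluorescence of resorufin formed from resazurin, Ex 544/Em 590 nm; Benchmarks: positive control minus NADH, DMSO neutral control.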
APP transl inh: inhibitors of APP translation via 5'UTR reporter, primary screen, APP 5'UTR luciferase, SH-SY5Y cells. hit rate 0.82% among 190,000. SH-SY5Y APP 5'UTR-luciferase reporter, luminescence. AID 1285, 2008. inhibition, % at 2 µM;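 active = inhibition above a set limit, derived from the sample mean plus 3 SD, cut at about 45% in these data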; also: values of inactives mirror those of a sister screen read the other way
FLuc stim CS: FLuc activators, initial screening, artefact control for FLuc-dependent activation tests, biochemical, ATPlite luminescence; Luciferin 4-monooxygenase (Photinus pyralis), P08659; ATPlite luciferase biochemical, 10 min; 0 = ATP-free wells, 1 = DMSO control; activation factor at 10 µM; 200,000 tested, under 10 active;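 active = luciferase activation factor, scaled between plate controls, of at least 2 with compound at 10 µM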
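System: Luciferase/luciferin detection reagent, cell-free biochemical luciferase assay | Medium: PBS buffer for ATP | Dosing: Test compounds dosed from 2 mM stocks in 100% DMSO | Timing: 10 min at ambient temperature | Signal: Luminescence measurement of luciferase light output | Evaluation: Luciferase activation, seen as luminescence increase over controls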
G6PDH CS: L. mesenteroides G6PDH inhibitors, counter-screen for G6PDH-coupled screening assays, biochemical, Leuconostoc mesenteroides enzyme; glucose-6-phosphate dehydrogenase [Leuconostoc mesenteroides]; Purified L. mesenteroides G6PDH, diaphorase/resazurin coupled fluorescence, 45 min; inhibition, % at 5 µM; hit rate 0.12% among 200,000; in the data active = inhibition above about 50%
Active calls of the source: *; i = inactive; nt = no result given.

SMILES	APP 5'UTR act	TLR4 MyD88 comp	NF-kB neuron act	Diaphorase act	FLuc inh counter	STAT1 act	Diaphorase inh	APP transl inh	FLuc stim CS	G6PDH CS
Cc1c(CN2CCCCC2C)c(=O)n(-c2ccccc2)n1C (stereo unspecified)	7	-11	2.2	0.9	-2	99	12	-7	1	8
COc1ccc(C2(CNC(=O)CCC(=O)O)CCCC2)cc1	-7	4	1.5	1	8	100	-1	7	0.9	15
CCCCN(CC)CCCNC(=O)c1cn(CC)c2ccc(S(=O)(=O)N3CCc4ccccc4C3)cc2c1=O	-17	4	0.67	0.9	-4	101	9	17	1	2
CCCOc1ccc(C(=O)C(CCC(CNCC)C(=O)c2ccc(OCCC)cc2)CNCC)cc1 (stereo unspecified)	-37	11	0.14	1.2	-3	106	-18	37	1	-5
CCCCSCCCNC(=O)CS(=O)Cc1nc(-c2cccc(C)c2)oc1C (stereo unspecified)	-16	20	0.78	0.7	-1	104	29	16	1	-8
Cc1ccc(S(=O)(=O)N2CCN(C(=O)CCC(=O)NCCc3ccc(F)cc3)CC2)cc1	-10	-12	0.99	0.9	1	98	10	10	1	2
COc1ccc(NS(=O)(=O)c2ccc3nc(COc4ccc5ccccc5c4)[nH]c3c2)cc1	2	6	0.44	0.9	0	90	13	-2	1	-39
Cc1cccc(NC(=O)CCN2C(=O)c3ccccc3C2=O)n1	-4	-2	1.1	0.8	-5	94	22	4	1.1	10
O=C(c1ccc(NC(=S)NCc2ccc(Cl)cc2)cc1)N1CCCCC1	-5	0	0.99	1.1	-1	100	-12	5	1	1
CSC1=NCCN1C(=O)C12CC3CC(CC(C3)C1)C2	14	10	1.1	0.9	0	101	7	-14	1	4
CC1CCCN(CCC(=O)Nc2ccccc2)C1 (stereo unspecified)	-10	5	0.96	0.9	-6	97	9	10	1.1	3
CCOc1ccc(S(=O)(=O)NCc2cccnc2)cc1C	-9	-1	1	1	-3	81	1	9	1	-4
COC(=O)C1=CN(C(C)C)C=C(C(=O)OC)C1c1cccc(OC)c1	-6	-11	1.4	0.9	-7	99	12	6	1.1	8
N#Cc1c(NC(=O)C2CC(Cl)=CCC2C(=O)O)sc2c1CCCCC2 (stereo unspecified)	-5	14	1	0.8	-9	103	16	5	1.1	18
COCCCn1c(=NC(=O)c2ccncc2)c(C#N)cc2c(=O)n3cccc(C)c3nc21	8	-31	0.81	0.9	-9	101	12	-8	1.1	-9
Cc1nc(/N=C(\N)Nc2ccccc2)nc2ccccc12	34	8	1.1	0.9	3	106	11	-34	1	-6
COc1cc(COCC(O)CN2CCN(CCN3C(=O)c4cccc5cccc(c45)C3=O)CC2)cc(OC)c1OC (stereo unspecified)	12	-4	0.52	1.2	-1	97	-19	-12	1	0
Cc1[nH]nc2c1C(c1ccccc1)C1=C(CC(C)(C)CC1=O)N2 (stereo unspecified)	-8	5	i	0.9	-5	90	7	8	1.1	2
CC1(C)CC(NC(=S)NC2CC2)CC(C)(C)N1	-21	4	1.1	1	-3	100	-1	21	1	-1
COc1ccc(CN(C)C(=S)Nc2ccc(Cl)cc2)cc1	7	-29	1	0.9	-7	97	12	-7	1.1	1
Cc1nn(C)cc1/C=C1\SC(=S)NC1=O	10	2	1.1	1.1	0	92	-8	-10	1	3
CCn1nc(C)c(CNC(=O)CC2C(=O)NCCN2Cc2ccc(C)o2)c1C (stereo unspecified)	10	2	0.96	nt	0	94	nt	-10	1	9
COc1ccc(OCCC(=O)OCC(=O)NCCc2ccccc2)cc1	22	-6	1.1	1	-2	118	5	-22	1	2
CC1=C(C)CC(C(=O)NNC(=O)c2csc(C)c2C)C(C(=O)O)C1 (stereo unspecified)	7	-3	1.2	0.9	-7	104	12	-7	1.1	4
N#C/C(=C/c1ccc(N2CCOCC2)o1)C(=O)NC1CCCCC1	13	6	1.3	1	16	119	-4	-13	0.8	12
Cc1ccc(NC(=O)Cc2ccc(Cl)c(Cl)c2)cc1S(=O)(=O)N(C)C	5	-11	0.99	0.9	-1	98	8	-5	1	12
CC(NC(=O)OC1CCCCC1)N1C(=O)C2C3C=CC(C3)C2C1=O (stereo unspecified)	5	13	1.2	0.9	-2	110	14	-5	1	1
Cc1ccc(-c2cc(C(F)F)n3ncc(C(=O)Nc4cn(C)nc4C)c3n2)cc1	8	-8	0.93	nt	-1	110	nt	-8	1	12
Cc1ccc(N2CCOCC2)c2c1C(=O)c1ccccc1C2=O	-12	1	0.97	0.9	1	102	8	12	1	8
Cn1cc(S(=O)(=O)CC(=O)N2CCc3ccccc32)c2ccccc21	-5	2	1.1	0.7	0	102	26	5	1	13
Cc1sc2ncnc(NCC3(N4CCOCC4)CCCCC3)c2c1C	12	9	0.95	0.8	-4	99	21	-12	1	2
COc1ccc(NS(=O)(=O)c2cccc(-c3nnc(-c4ccccc4)o3)c2)cc1	14	0	1.1	0.7	-2	107	26	-14	1	11
O=C(Nn1c(C2CC2)nc2ccccc2c1=O)c1ccco1	5	1	1.3	0.9	-1	101	15	-5	1	8
CC(C)c1ccc(/C=N/NC(=O)c2cccc(Cl)c2)cc1	71	-7	5.7*	0.9	36	184*	13	-70	0.6	8
O=C(NCc1cccnc1)C1CCCN(S(=O)(=O)c2ccccc2)C1 (stereo unspecified)	45	15	1.4	1	2	100	4	-45	1	11
N#CC1=C(N)C(C#N)(C#N)[C@H](c2ccoc2)[C@H]2CN(Cc3ccccc3)CC=C12	10	-1	0.9	0.8	-2	97	15	-10	1	1

Part of the list above in a different format:
COCCCn1c(=NC(=O)c2ccncc2)c(C#N)cc2c(=O)n3cccc(C)c3nc21
- APP 5'UTR act: 8
- TLR4 MyD88 comp: -31
- NF-kB neuron act: 0.81
- Diaphorase act: 0.9
- FLuc inh counter: -9
- STAT1 act: 101
- Diaphorase inh: 12
- APP transl inh: -8
- FLuc stim CS: 1.1
- G6PDH CS: -9
Cc1nc(/N=C(\N)Nc2ccccc2)nc2ccccc12
- APP 5'UTR act: 34
- TLR4 MyD88 comp: 8
- NF-kB neuron act: 1.1
- Diaphorase act: 0.9
- FLuc inh counter: 3
- STAT1 act: 106
- Diaphorase inh: 11
- APP transl inh: -34
- FLuc stim CS: 1
- G6PDH CS: -6
COc1cc(COCC(O)CN2CCN(CCN3C(=O)c4cccc5cccc(c45)C3=O)CC2)cc(OC)c1OC (stereo unspecified)
- APP 5'UTR act: 12
- TLR4 MyD88 comp: -4
- NF-kB neuron act: 0.52
- Diaphorase act: 1.2
- FLuc inh counter: -1
- STAT1 act: 97
- Diaphorase inh: -19
- APP transl inh: -12
- FLuc stim CS: 1
- G6PDH CS: 0

Record cards (already shown). Screens in order: APP 5'UTR act, TLR4 MyD88 comp, NF-kB neuron act, Diaphorase act, FLuc inh counter, STAT1 act, Diaphorase inh, APP transl inh, FLuc stim CS, G6PDH CS
CCn1nc(C)c(CNC(=O)CC2C(=O)NCCN2Cc2ccc(C)o2)c1C (stereo unspecified) across the screens: 10, 2, 0.96, nt, 0, 94, nt, -10, 1, 9
O=C(Nn1c(C2CC2)nc2ccccc2c1=O)c1ccco1 across the screens: 5, 1, 1.3, 0.9, -1, 101, 15, -5, 1, 8

Random excerpt: two compounds from above
SMILES	APP 5'UTR act	TLR4 MyD88 comp	NF-kB neuron act	Diaphorase act	FLuc inh counter	STAT1 act	Diaphorase inh	APP transl inh	FLuc stim CS	G6PDH CS
O=C(NCc1cccnc1)C1CCCN(S(=O)(=O)c2ccccc2)C1 (stereo unspecified)	45	15	1.4	1	2	100	4	-45	1	11
N#CC1=C(N)C(C#N)(C#N)[C@H](c2ccoc2)[C@H]2CN(Cc3ccccc3)CC=C12	10	-1	0.9	0.8	-2	97	15	-10	1	1

The list goes on.
SMILES	APP 5'UTR act	TLR4 MyD88 comp	NF-kB neuron act	Diaphorase act	FLuc inh counter	STAT1 act	Diaphorase inh	APP transl inh	FLuc stim CS	G6PDH CS
O=C(COC(=O)CCC(=O)c1ccc(F)cc1)Nc1ccccc1	80	-5	1.1	0.9	-6	96	10	-80	1.1	1
CC(C)Oc1ccc(Cc2n[nH]c(=S)n2Cc2ccccc2)cc1Cl	5	-10	1.1	0.8	-14	90	22	-5	1.1	-2
CCOc1ccc(N(CC(=O)Nc2ccccc2)S(C)(=O)=O)cc1	32	5	1.3	0.8	-7	98	20	-32	1.1	6
C=CCc1cc(/C=C2/NC(=O)N(CC(=O)OC)C2=O)cc(OC)c1O	27	-4	1	1	-7	92	1	-28	1.1	-2
Cn1nc(-c2ccc(Cl)cc2)c2cc(C(=O)NCC3CCCO3)sc21 (stereo unspecified)	-8	3	0.57	0.7	-4	90	33	8	1	5
CC(C)c1nnc(SCc2ccc(CSc3nnc(C(C)C)n3N)cc2)n1N	2	8	1	1	-7	96	5	-2	1.1	10
O=C(C1CCC(Cn2c(=O)[nH]c3ccccc3c2=O)CC1)N1CCN(c2ccccc2)CC1 (stereo unspecified)	-20	14	1.2	0.8	1	101	17	20	1	5
Cc1cc(C)cc(C(=O)NCCn2cc(SCC(=O)N3CCOCC3)c3ccccc32)c1	13	-14	0.71	0.8	-3	98	16	-13	1	-1
O=C(Oc1ccccc1-c1nnco1)c1ccccc1	3	5	1.8	0.9	1	109	6	-3	1	4
Cn1c(=O)oc2cc(S(=O)(=O)Nc3cccc(C(=O)O)c3)ccc21	-3	4	1	0.9	0	98	7	3	1	-2
C=CCn1c(-c2cc(-c3ccc(C)cc3)nc3ccccc23)n[nH]c1=S	39	-3	1.3	0.9	14	100	13	-39	0.9	4
N/C(Cc1ccc([N+](=O)[O-])cc1)=N\OC(=O)c1cccc(Br)c1	6	4	0.97	1	-4	97	3	-6	1	9
O=C(N/N=C/c1c[nH]c2ccc(Br)cc12)c1ccccn1	18	9	1.2	0.9	4	105	6	-18	1	-4
Cc1cnc(NC(=O)c2sc3ccccc3c2Cl)s1	107	-18	4.6*	1	93*	159*	1	-107	0.1	-3
CCCCn1c(=O)c(C(C)=O)c(O)c2ccccc21	-1	-14	0.95	0.8	-1	96	22	1	1	-5
Cc1ccc(/C=C/C(=O)Nc2ccc([N+](=O)[O-])cc2)o1	1	-3	1.6	0.9	10	104	12	-1	0.9	14
